Screens from PubChem.
RSV CPE inhibition – inhibition of RSV-induced cytopathic effect – HEp-2 cells, primary 10 µM value included (AID 2391); HEp-2 cells, RSV-induced CPE inhibition; higher % means a stronger effect; one-dose CPE inhibition, % at 10 µM; IC50 in µM for titrated hits; hit rate 0.13% among 310,000; in the data active = a potency from the dose series; inconclusive = CPE inhibition mostly from about 23% at the one dose, without a potency; inactive = the rest, 99 in 100 with CPE inhibition below about 21%; also: strong numbers were not always called active
SV40 large T antigen – TAg ATPase/helicase activity blockers – biochemical (AID 1903). hit rate 0.39% among 310,000. SV40 large T antigen ATPase/helicase inhibition assay; higher % means a stronger effect. inhibition, % at 20 µM, or IC50 in µM where a hit was titrated; in the data active = a potency from the dose series; inconclusive = inhibition mostly from about 32% at the one dose, without a potency; inactive = the rest, 99 in 100 with inhibition below about 32%; also: strong numbers were not always called active
West Nile antiviral – inhibition of WNV-induced cytopathic effect – cell-based, CPE readout (AID 1621) | West Nile virus-infected cells, CPE inhibition; higher % means a stronger effect | CPE inhibition, % at 10 µM, or IC50 in µM where a hit was titrated | hit rate 0.02% among 290,000; in the data active = a potency from the dose series; inconclusive = CPE inhibition mostly from about 3.7% at the one dose, without a potency; inactive = the rest, 99 in 100 with CPE inhibition below about 2.2%; also: strong numbers were not always called active
T cell modulator – T cell immune modulators affecting CD8 T cell-vesicle binding | 2C CD8+ T cell-vesicle binding, flow cytometry; active compounds read low | calls only at 7 µM | hit rate 0.068% among 330,000 | AID 2052;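 active = response, share of CD8 T cells binding vesicles, and their 90th percentile fluorescence all below set limits, cut at about 80% in these data, passing the limit was not always enough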
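Benchmarks: naked versus QL9-loaded vesicles / Assay system: purified 2C TCR transgenic mouse naive CD8+ T cells / Technique: high-throughput flow cytometry with anti-B7-1 and anti-CD8 staining / Timing: Cell–vesicle co-incubation 1.5 h at 37 °C, staining 20 min on ice / Read-out: percent CD8+ FL2 mean versus row control / Probe or stimulus: QL9-loaded Drosophila micro-vesicles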
MgcRacGAP inhibition – MgcRacGAP GTPase-activating activity inhibitors, confirmation, biochemical, ADP Hunter fluorescence. MgcRacGAP-stimulated Rac1 GTP hydrolysis, ADP Hunter fluorescence; higher % means a stronger effect; GST-tagged Rac1 F28L mutant substrate. one-dose inhibition, % at 30 µM; IC50 in µM for titrated hits. hit rate 0.6% among 340,000;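 active = first-screen hits whose inhibition reached a set limit at any dose in the follow-up dose series; inconclusive = inhibition above the set first-screen limit but never retested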;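 also: fluorescence reports GDP produced by GAP-driven GTP hydrolysis; strong numbers were not always called active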
b-catenin transl – beta-catenin nuclear translocation modulation; HeLa beta-catenin nuclear translocation, immunofluorescence imaging; nuclear translocation activity, % at 5 µM; hit rate 0.3% among 190,000; AID 1665;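 active = nuclear translocation activity above 50% at 5 µM, with a well cell count of 50 or more; inconclusive = wells under 50 cells across six images, flagged as toxic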;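 also: per-cell ratio of nuclear to cytoplasmic median beta-catenin stain intensity; plate controls were DMSO negative control for no effect and GSK-3 inhibitor IX positive control for full effect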
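test system = HeLa cells, endogenous beta-catenin | dosing = single 5 µM dose plus 0.02–20 µM confirmation series | times = compound treatment 24 h, 37°C, 5% CO2 | technique = beta-catenin immunofluorescence imaging with DAPI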
PhoP inhibition – inhibitors of PhoP regulon expression, primary screen, Salmonella Typhimurium, GFP reporter (AID 1863); inhibition, % at 50 µM, or IC50 in µM where a hit was titrated; S. Typhimurium PhoP-regulated promoter GFP reporter, 4 h; higher % means a stronger effect; hit rate 0.16% among 300,000;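 active = inhibition over 29.93%, a cutoff 3 SD above the screen mean, later confirmed by dose response; inconclusive = inhibition over 29.93% but no dose response follow-up; inactive = inhibition at most 29.93% or unconfirmed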;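 also: 0% = low Mg2+ inducing control and 100% = high Mg2+ repressing control; strong numbers were not always called active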
Myeloid diff MLP – promotes myeloid progenitor differentiation; calls only at 10 µM; hit rate 1% among 360,000; ER-HoxA9 myeloid progenitors, lysozyme-GFP differentiation, flow cytometry; AID 624256;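 active = normalized GFP-positive differentiation at or above the plate's own cutoff, the solvent-only control mean plus 3 SD; inconclusive = no clear call, values can overlap the other calls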;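 also: cells exposed to compound for four days before flow analysis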
WT yeast gro inh – growth inhibition of WT yeast, mitochondrial fusion screen; mitochondrial fusion phenotypic screen, WT strain; inhibition, % at 10 µM; hit rate 2.1% among 190,000; AID 1362; in the data active = inhibition above about 58%; tested in S. cerevisiae
WT yeast gro inh mutant strain – also measured in WT yeast gro inh; calls as there; inhibition, %; mitochondrial fusion phenotypic screen, mutant strain inhibition
b-catenin transl cell count 5 µM – second read-out of b-catenin transl, no call of its own (marks repeat the call); cell count; measured here: cell count, cytotoxicity flag
T cell modulator vesicle-bound % – second read-out of T cell modulator, no call of its own (marks repeat the call); double positive events, %; measured here: CD8+ vesicle-bound cell fraction;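 binding gate set so that unloaded-vesicle control wells show 10% double positive cells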
Myeloid diff MLP GFP+ MAC1+ % – further read-out of Myeloid diff MLP, marked with its call; GFP+ MAC1+ double positive, %; measured here: differentiation confirmed by MAC1 staining
* = called active by the depositor; i = inactive; ? = inconclusive; · = no result given; + = active, no number; & = joins results of further samples.

Start of the listing, in advance (11 entries):
#1 Cc1cc(C)cc(OCC(=O)O/N=C(\N)c2ccccn2)c1
#2 O=C(CCN1C(=O)NC2(CCCC2)C1=O)Nc1ccc(-c2nc3ccccc3s2)cc1
#3 CCOC(=O)N1CCN(S(=O)(=O)N2CCCC(C(=O)NCCc3ccc(C)cc3)C2)CC1 (centres undefined)
#4 COc1ccc(C2CC(c3ccccc3)=NN2C(=O)COC(=O)c2cccnc2Cl)cc1 (centres undefined)
#5 O=C(NC1CCCCC1)c1cc(Cl)ccc1[N+](=O)[O-]
#6 COc1ccc(NC(=O)CSc2nc3c(c(=O)n2-c2ccccc2OC)SCC3)cc1
#7 CCc1nnc(NC(=S)Nc2ccccc2)s1
#8 Cc1ccc(C(C)C)c(OCCCCCN2CCOCC2)c1
#9 Cc1nc(NC(=O)c2cc3c(C)nn(-c4ccccc4)c3s2)sc1C(=O)Nc1ccccc1
#10 Cc1nnc(SCC(=O)NC(=O)NC2CCCC2)n1N

assay / compound	1	2	3	4	5	6	7	8	9	10
RSV CPE inhibition	-1.0%	2.2%	1.4%	2.5%	-0.3%	1.8%	4.6%	-0.4%	?	1.4%
SV40 large T antigen	7.1%	·	10.1%	5.7%	4.0%	2.8%&4.3%	6.7%	5.1%	1.6%	10.0%
West Nile antiviral	0.0%	·	-0.2%	0.5%	-0.6%	0.3%	0.6%	-0.7%	·	0.0%
T cell modulator	i	i	i	i	i	i	i	i	i	i
T cell modulator vesicle-bound %	21.7	21.5	31.4	38.2	28.5	31.1	64.5	21.6	57.2	30.1
MgcRacGAP inhibition	10.8%	3.9%	7.2%	8.9%	5.5%	-1.9%	12.8%	7.8%	4.0%	12.4%
b-catenin transl	4.9	·	·	0.3	0.8	-0.3	-0.7	·	·	2.4
b-catenin transl cell count 5 µM	991	·	·	1099	467	1060	1131	·	·	1059
PhoP inhibition	4.5%	·	-8.7%	3.2%	-7.2%	5.7%	-2.7%	-7.0%	4.5%	-4.1%
Myeloid diff MLP	i	+	i	i	i	i	?	i	i	i
Myeloid diff MLP GFP+ MAC1+ %	1.1	1.8*	0.8	0.6	0.1	0.4	·	0.4	0.8	0.9
WT yeast gro inh	1.2	·	·	42.8	-1.3	5.0	35.1	·	-10.8	-9.3
WT yeast gro inh mutant strain	15.9	·	·	11.1	-0.4	3.4	8.8	·	-21.1	-13.9

#11 CCOc1ccc(C(=O)NCCc2cnc[nH]2)cc1

assay / compound	11
RSV CPE inhibition	0.9%
SV40 large T antigen	0.9%
West Nile antiviral	-0.5%
T cell modulator	i
T cell modulator vesicle-bound %	40.7
MgcRacGAP inhibition	16.1%
b-catenin transl	·
b-catenin transl cell count 5 µM	·
PhoP inhibition	4.1%
Myeloid diff MLP	i
Myeloid diff MLP GFP+ MAC1+ %	0.8
WT yeast gro inh	·
WT yeast gro inh mutant strain	·

The whole of this part, repeating the preview:
#1 Cc1cc(C)cc(OCC(=O)O/N=C(\N)c2ccccn2)c1
#2 O=C(CCN1C(=O)NC2(CCCC2)C1=O)Nc1ccc(-c2nc3ccccc3s2)cc1
#3 CCOC(=O)N1CCN(S(=O)(=O)N2CCCC(C(=O)NCCc3ccc(C)cc3)C2)CC1 (centres undefined)
#4 COc1ccc(C2CC(c3ccccc3)=NN2C(=O)COC(=O)c2cccnc2Cl)cc1 (centres undefined)
#5 O=C(NC1CCCCC1)c1cc(Cl)ccc1[N+](=O)[O-]
#6 COc1ccc(NC(=O)CSc2nc3c(c(=O)n2-c2ccccc2OC)SCC3)cc1
#7 CCc1nnc(NC(=S)Nc2ccccc2)s1
#8 Cc1ccc(C(C)C)c(OCCCCCN2CCOCC2)c1

assay / compound	1	2	3	4	5	6	7	8
RSV CPE inhibition	-1.0%	2.2%	1.4%	2.5%	-0.3%	1.8%	4.6%	-0.4%
SV40 large T antigen	7.1%	·	10.1%	5.7%	4.0%	2.8%&4.3%	6.7%	5.1%
West Nile antiviral	0.0%	·	-0.2%	0.5%	-0.6%	0.3%	0.6%	-0.7%
T cell modulator	i	i	i	i	i	i	i	i
T cell modulator vesicle-bound %	21.7	21.5	31.4	38.2	28.5	31.1	64.5	21.6
MgcRacGAP inhibition	10.8%	3.9%	7.2%	8.9%	5.5%	-1.9%	12.8%	7.8%
b-catenin transl	4.9	·	·	0.3	0.8	-0.3	-0.7	·
b-catenin transl cell count 5 µM	991	·	·	1099	467	1060	1131	·
PhoP inhibition	4.5%	·	-8.7%	3.2%	-7.2%	5.7%	-2.7%	-7.0%
Myeloid diff MLP	i	+	i	i	i	i	?	i
Myeloid diff MLP GFP+ MAC1+ %	1.1	1.8*	0.8	0.6	0.1	0.4	·	0.4
WT yeast gro inh	1.2	·	·	42.8	-1.3	5.0	35.1	·
WT yeast gro inh mutant strain	15.9	·	·	11.1	-0.4	3.4	8.8	·

#9 Cc1nc(NC(=O)c2cc3c(C)nn(-c4ccccc4)c3s2)sc1C(=O)Nc1ccccc1
#10 Cc1nnc(SCC(=O)NC(=O)NC2CCCC2)n1N
#11 CCOc1ccc(C(=O)NCCc2cnc[nH]2)cc1
#12 Cc1ccc(CNC(=O)c2ccc3c(=O)n(CCCN4CCCC4=O)c(=S)[nH]c3c2)cc1
#13 CC1(C)N([O-])C2=C(CCCC2)[N+]1=O
#14 COc1ccc(/C=N/Nc2nc(N3CCCC3)nc(N3CCCC3)n2)c(OC)c1OC
#15 Cc1cc(S(=O)(=O)N2CCOCC2)ccc1OCC(=O)NCC1CCCO1 (centres undefined)
#16 CCOC(=O)CNC1CC(=O)N(c2cccc(Cl)c2)C1=O (centres undefined)

assay / compound	9	10	11	12	13	14	15	16
RSV CPE inhibition	?	1.4%	0.9%	5.5%	·	1.5%	0.0%	0.8%
SV40 large T antigen	1.6%	10.0%	0.9%	8.1%	18.6%	7.0%	5.1%	2.8%
West Nile antiviral	·	0.0%	-0.5%	1.5%	0.7%	0.0%	0.3%	0.1%
T cell modulator	i	i	i	i	·	i	i	i
T cell modulator vesicle-bound %	57.2	30.1	40.7	10.4	·	8.2	27.8	26.2
MgcRacGAP inhibition	4.0%	12.4%	16.1%	3.9%	5.0%	2.2%	5.5%	8.7%
b-catenin transl	·	2.4	·	·	0.0	-1.5	·	·
b-catenin transl cell count 5 µM	·	1059	·	·	1493	982	·	·
PhoP inhibition	4.5%	-4.1%	4.1%	4.8%	13.9%	-5.4%	-1.5%	6.8%
Myeloid diff MLP	i	i	i	i	i	i	i	i
Myeloid diff MLP GFP+ MAC1+ %	0.8	0.9	0.8	0.7	0.1	0.6	0.9	1.0
WT yeast gro inh	-10.8	-9.3	·	-1.2	1.6	-1.4	·	16.8
WT yeast gro inh mutant strain	-21.1	-13.9	·	6.0	-11.4	10.4	·	13.3

#17 COc1cccc(OCC(=O)NNC(=S)Nc2ccc(Cl)cc2Cl)c1
#18 CC(=O)NS(=O)(=O)c1ccc(NS(=O)(=O)c2ccc3ccccc3c2)cc1
#19 COc1ccccc1/C=N/Nc1nncc2ccccc12
#20 COc1ccc(-c2ccnc(SCC(=O)c3ccc(Cl)cc3)n2)cc1
#21 O=C(c1cc(-c2ccc(Cl)cc2Cl)on1)N1CCOCC1
#22 Cn1c(CNC(=O)c2ccco2)nnc1SCC(=O)Nc1c(F)cc(F)cc1Br
#23 Cc1ccc(N2C(=O)c3n[nH]c(C)c3C2c2ccco2)cc1 (centres undefined)

assay / compound	17	18	19	20	21	22	23
RSV CPE inhibition	1.6%	-0.2%	2.7%	?	44.6%	1.5%	0.0%
SV40 large T antigen	25.0%	15.9%	-0.9%	13.1%	3.8%	-5.1%	4.2%
West Nile antiviral	0.2%	0.0%	-0.9%	-1.1%	-1.8%	-0.2%	0.2%
T cell modulator	i	i	i	i	i	i	i
T cell modulator vesicle-bound %	30.4	31.1	61.4	42.7	36.1	6.7	22.9
MgcRacGAP inhibition	5.2%	7.5%	5.8%	3.8%	-1.3%	4.7%	-6.8%
b-catenin transl	2.8	·	2.8	1.8	-1.3	0.1	·
b-catenin transl cell count 5 µM	838	·	1089	1013	1058	1520	·
PhoP inhibition	-2.1%	-4.5%	-9.9%	9.4%	-3.0%	-4.0%	-10.3%
Myeloid diff MLP	i	i	i	i	i	i	i
Myeloid diff MLP GFP+ MAC1+ %	0.4	0.5	0.6	0.2	12.6	0.3	1.8
WT yeast gro inh	9.2	·	-9.5	29.6	3.9	-8.7	1.3
WT yeast gro inh mutant strain	11.0	·	3.3	-26.9	-6.2	-11.2	5.5
